Screening results (PubChem)
GRIN3A LBD mod – modulates the human NR3A ligand-binding domain | NR3A LBD differential scanning fluorimetry, Tm shift; 0% = protein alone, 100% = glycine-bound protein | Tm shift relative to glycine control, % at 25 µM | 2.5% of 340,000 active;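 active = melting temperature shift of at least 10% of the positive control shift, at one fixed dose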
TIM10 inh – TIM10 yeast growth inhibition | S. cerevisiae TIM10 strain growth, BacTiter-Glo luminescence, 24 h | inhibition, % at 10 µM | 1.4% of 330,000 active;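 active = inhibition of 40% or more at the single tested concentration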;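 note: wild-type TIM10 isogenic control strain grown at permissive 25 °C; 0% = DMSO yeast wells and 100% = minimal medium wells without yeast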
tim23-1 inh – inhibits growth of tim23-1 mutant yeast | S. cerevisiae tim23-1 growth, BacTiter-Glo luminescence, 24 h | inhibition, % at 20 µM | 1.3% of 330,000 active | AID 463212;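 active = growth inhibition of the mutant yeast at or above 50%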;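 note: temperature-sensitive mutant grown at 25 °C; plate controls were DMSO-treated mutant yeast for no effect and medium wells lacking yeast for full effect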
CHOP UPR activ – apoptotic UPR (CHOP) activation | AID 449763 | 0.34% of 330,000 active | CHO-CHOP luciferase reporter, luminescence; percent of tunicamycin response over DMSO baseline | activation, % at 10 µM;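 active = at 10 µM dose, activation of 40% or more, normalized to positive control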;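 note: 100% = tunicamycin at 10 µg/mL and 0% = DMSO alone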
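Test system: CHO-CHOP cells, stable luciferase reporter of PERK-eIF2a-CHOP signalling | Quantity: 500 CHO-CHOP cells per well | Buffer or medium: F12 plus 10% serum | Compound dosing: 10 µM single point, 0.5% DMSO | Schedule: 6 h compound treatment, 37 °C | Signal: Luciferase luminescence | Control set: Tunicamycin high control, DMSO low control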
APJ ag – agonists of human APJ apelin receptor; P35414; CHO-K1 APJ PathHunter beta-arrestin, luminescence; 0% DMSO wells, 100% apelin; activation, % at 20 µM; 0.11% of 330,000 active;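 active = activation more than six SD over the plate average, tested at 20 µM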;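 note: 0% = DMSO alone and 100% = apelin-13 at 10 nM; some results filed as inactive read as strong as hits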
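Test system – PathHunter CHO-K1 APJ (AGTRL-1) beta-arrestin reporter cells · Input – 1000 cells/well · Compound – single test compound dose, 20 µM final, 1% DMSO · Times – compound stimulation 90 min at 25 °C, detection 60 min · Technique – beta-gal luminescence · Read-out basis – APJ–arrestin association signal · Control set – negative DMSO alone, positive Apelin-13 at 10 nM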
tim10-1 inh – tim10-1 yeast growth inhibition; S. cerevisiae tim10-1 ts strain growth, BacTiter-Glo, 24 h; inhibition, % at 20 µM; 2.2% of 330,000 active; AID 463190;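 active = inhibition of at least 40%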;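 note: mutant grown at 25 °C; 0% = DMSO wells with yeast and 100% = wells holding no yeast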
Mdm2 MdmX PPI – human Mdm2/MdmX binding inhibition | AID 485346 | inhibition, % at 8 µM | 3% of 330,000 active | SaOS-2 split-luciferase Mdm2/MdmX complementation, luminescence | O15151+Q00987;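 active = inhibition of at least 50% at 8 µM in the primary screen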
Target sequence (O15151 whole entry, looked up): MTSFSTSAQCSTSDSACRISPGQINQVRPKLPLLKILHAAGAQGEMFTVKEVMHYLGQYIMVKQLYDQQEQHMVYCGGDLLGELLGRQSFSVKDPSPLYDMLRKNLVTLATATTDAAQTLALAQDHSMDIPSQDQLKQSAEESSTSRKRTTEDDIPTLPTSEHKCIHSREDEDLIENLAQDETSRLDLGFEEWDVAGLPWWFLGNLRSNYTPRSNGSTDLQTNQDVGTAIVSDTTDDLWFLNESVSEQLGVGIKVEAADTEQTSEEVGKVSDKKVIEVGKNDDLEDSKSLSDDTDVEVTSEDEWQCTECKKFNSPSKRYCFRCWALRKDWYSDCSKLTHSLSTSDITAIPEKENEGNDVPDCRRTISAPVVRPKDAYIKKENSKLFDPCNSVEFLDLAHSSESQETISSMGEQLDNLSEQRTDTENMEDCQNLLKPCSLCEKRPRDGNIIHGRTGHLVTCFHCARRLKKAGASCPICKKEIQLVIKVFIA
Target sequence (Q00987 whole entry, looked up): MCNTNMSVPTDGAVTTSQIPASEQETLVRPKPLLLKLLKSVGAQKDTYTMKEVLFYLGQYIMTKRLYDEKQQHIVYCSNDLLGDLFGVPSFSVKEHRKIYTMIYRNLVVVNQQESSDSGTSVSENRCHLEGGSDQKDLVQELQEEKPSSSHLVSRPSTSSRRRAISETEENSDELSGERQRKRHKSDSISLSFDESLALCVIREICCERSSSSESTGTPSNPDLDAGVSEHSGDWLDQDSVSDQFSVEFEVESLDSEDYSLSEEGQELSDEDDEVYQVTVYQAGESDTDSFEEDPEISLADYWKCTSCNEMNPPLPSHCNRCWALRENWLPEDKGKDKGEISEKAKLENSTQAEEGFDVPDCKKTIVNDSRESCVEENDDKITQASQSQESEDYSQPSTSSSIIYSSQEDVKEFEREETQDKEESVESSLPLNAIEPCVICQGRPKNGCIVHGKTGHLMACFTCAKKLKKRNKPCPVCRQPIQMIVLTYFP
UPR XBP1 act – activators of adaptive arm of unfolded protein response (XBP1). CHO-XBP1 luciferase reporter, IRE1-XBP1 UPR activation, luminescence; percent of tunicamycin response, DMSO as zero. AID 463104. activation, % at 20 µM. 0.33% of 330,000 active;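 active = versus positive control, 20 µM dose yields 30% or more activation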;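 note: 100% = tunicamycin at 10 µg/mL and 0% = DMSO only wells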
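Material: CHO cell line with stable XBP1 luciferase reporter; schedule: 16-18 h cell attachment at 37 °C, then 6 h compound exposure; signal: glow luminescence from Steady-Glo reagent; medium: serum-containing F12 medium, 10% FBS; benchmarks: tunicamycin 10 µg/mL and vehicle-only wells; read-out: percent activation relative to tunicamycin reference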
NLRP3 yeast inh – NALP3 inhibition in yeast. Yeast reconstituted NLRP3/ASC/caspase-1, beta-gal luminescence, 24 h. inhibition, % at 10 µM. 0.39% of 330,000 active. AID 2825;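 active = inhibition of 50% or more; inactive = inhibition below 50%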;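 note: plate controls were induced DMSO wells for no effect and uninduced yeast grown without galactose for full effect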
Starred values were filed as active, the others as inactive; nt = not tested or not shown.

#	molecule	GRIN3A LBD mod	TIM10 inh	tim23-1 inh	CHOP UPR activ	APJ ag	tim10-1 inh	Mdm2 MdmX PPI	UPR XBP1 act	NLRP3 yeast inh
1	CN(C)S(=O)(=O)c1ccc(N2CCCC2)c(C(=O)NNC(=O)COc2ccc(Cl)cc2)c1	1	3	-4	1.2	-3	-11	21	-2	4
2	COC(=O)C1=C(NC(C)=O)CCS1	2	6	7	-2.1	-3	2	-5	0	11
3	CCn1c2ccccc2c2nnc(SCCCn3c(=O)[nH]c4ccccc43)nc21	-10	13	20	2.7	7	22	11	1	16
4	COc1cc(/C=N/N=C2\CC3CCC2(C)C3(C)C)ccc1O (stereo not given)	3	4	20	0.8	-1	33	-22	-1	-54
5	CN(C)S(=O)(=O)c1ccc(C(=O)Nc2ccc(S(=O)(=O)NC3=NCCCCC3)cc2)cc1	-1	5	10	-0.1	-3	9	0	-1	5
6	O=C(/C=C/c1c(Cl)cccc1Cl)N1CCN(c2ncccn2)CC1	0	10	42	11	-1	30	5	3	31
7	COc1cccc(OCCCN2CCCCCC2)c1	-3	-15	7	-1.6	-10	15	12	1	12
8	Cn1nnnc1SCC(=O)Nc1cc(S(=O)(=O)N2CCCCC2)ccc1Cl	3	0	21	1.4	-6	10	5	-2	14
9	Cc1ccc(C(=O)OCC(=O)NCCN2C(=O)CSC2=O)cc1	2	14	8	0.9	2	11	7	-4	14
10	CC/C(=N/Nc1ccccc1C)c1cnnc(SC)n1	-4	13	10	-0.7	-2	24	20	1	16
11	O=C1NC2(CCCCCC2)Cc2ccccc21	-2	-12	1	0.7	2	13	16	-2	10
12	Cc1cc2[nH]c(=O)c(=O)[nH]c2cc1S(=O)(=O)N1CCN(c2cccc(C)c2C)CC1	-17	5	-3	-0.2	-1	5	14	2	7
13	CS/C(N)=N/N=C/c1c(O)ccc2ccccc12	6	36	58*	5.5	-2	10	-4	4	34
14	Cc1ccc(C(=O)NC(=S)NCCN2CCOCC2)cc1	-1	8	3	2.8	-5	3	-4	-3	-7
15	CNC(=O)c1ccc(NC(=O)/C=C/c2cccc(F)c2)cc1	14*	0	-5	3.5	1	-26	-19	2	17
16	Fc1ccc(CNc2ccc(N3CCN(Cc4ccccc4)CC3)cc2)cc1	-1	-38	-34	-0.4	4	-54	-10	-4	34
17	O=C(Nc1nc(-c2ccccc2)cs1)c1cccnc1	-17	-9	-5	5.0	4	-2	14	3	15
18	CC1=[N+](C)N(c2ccccc2)C(=O)C1N=Cc1ccc(Cl)cc1 (stereo not given)	-3	8	9	-2.5	-2	2	-4	-2	3
19	CC1(C)CC(=O)C(C=NCCCO)=C(O)C1	1	9	5	-0.1	1	-3	-11	0	26
20	Cc1csc2c(N3CCCCC3)ncnc12	0	-2	5	7.2	4	-10	3	5	28
21	Cc1cc(=O)oc2cc(OCC(=O)NC3CCN(Cc4ccccc4)CC3)c(Cl)cc12	0	17	7	-1.3	-3	9	-10	-8	16
22	CC(C)(C)CN1CCNC[C@H]1Cc1cccc2ccccc12	0	9	-15	-2.0	-6	-19	29	0	20
23	COc1ccc(CNC(=O)C(C)OC(=O)Cn2cnc3c2c(=O)n(C)c(=O)n3C)cc1 (stereo not given)	0	-3	8	-1.7	-4	13	17	0	13
24	C=CCc1cccc2cc(C(=O)NNC(=O)c3ccncc3)c(=O)oc12	-1	-16	2	-1.9	-3	-13	-17	0	19
25	COC(=O)c1cc(-c2ccc(OC)c(OC)c2)c2c(=O)[nH]c(=O)n(C)c2n1	-3	21	21	1.7	-3	-4	50*	2	12
26	CC1(C)CC(=O)C(C=NCCN2CCN(C(=S)Nc3cccc(Cl)c3)CC2)=C(O)C1	0	11	4	-0.4	-3	6	-26	0	30
27	CCOC(=O)c1ccc(-c2cc(C)no2)[nH]1	-4	8	-4	3.9	-2	12	17	-3	-20
28	Cc1ccc(CN(CC(=O)NC2CCCC2)C(=O)CSc2nnc(COc3ccccc3)o2)cc1	2	-8	5	0.1	4	3	27	-3	1
29	Cc1ccc(S(=O)(=O)N2CCCCC2)cc1NC(=O)Cn1ccsc1=N	-1	-4	5	0.7	-4	9	-2	0	2
30	Cc1ccc(N=C2C(=O)Nc3ccccc32)c(C)c1	1	-6	9	-0.5	-5	10	5	1	9
31	COc1ccccc1-c1c(C)oc2c(CN3CCN(C)CC3)c(O)ccc2c1=O	-1	-11	5	-0.8	2	19	-6	-1	2
32	O=c1[nH]c(-[n+]2ccccc2)c(/C=N/NC([S-])=Nc2ccccc2)s1	1	-11	13	-0.7	0	-2	6	-3	20
33	S=c1[nH]nc(-c2cc(-c3ccccc3)n[nH]2)n1/N=C/c1ccc(Cl)c(Cl)c1	24*	8	9	0.8	1	7	30	8	15
34	CN(c1ccc(C(=O)NCCSCc2ccccc2)cc1)S(=O)(=O)c1ccccc1	-8	7	12	0.0	0	9	3	-7	5
35	Cc1cc(Br)ccc1NC(=O)CNC(=O)CSc1n[nH]c(N)n1	-2	-15	2	-0.2	-2	5	-22	0	3
36	CCOC(=O)/C(C#N)=C(\N)C(C)C(=O)Nc1ccccn1 (stereo not given)	0	-2	-5	-0.3	-4	-11	5	-3	-2
37	CCN1C(=O)[C@@H]2[C@H](C1=O)[C@@H]1C(=O)Nc3ccccc3C(=O)N1[C@@H]2c1cccc(Cl)c1	-3	10	12	2.0	-5	5	-8	-1	10
38	Cc1[nH]n(-c2ccc(Br)cc2)c(=O)c1C=Nc1ccc(S(=O)(=O)Nc2nccs2)cc1	27*	8	-16	1.7	0	-1	1	-1	0
39	O=C(Nc1ccccc1)Nc1ccc2snnc2c1	32*	-7	4	5.1	3	12	-8	3	19
40	COc1ccc(/C(O)=C/C(=O)C(=O)NNC(=O)C(O)(c2ccccc2)c2ccccc2)cc1	-7	6	12	-0.3	-2	12	16	2	3

Profiles from above. Order of screens: GRIN3A LBD mod	TIM10 inh	tim23-1 inh	CHOP UPR activ	APJ ag	tim10-1 inh	Mdm2 MdmX PPI	UPR XBP1 act	NLRP3 yeast inh
S=c1[nH]nc(-c2cc(-c3ccccc3)n[nH]2)n1/N=C/c1ccc(Cl)c(Cl)c1 is listed with 24*	8	9	0.8	1	7	30	8	15
Cc1cc(Br)ccc1NC(=O)CNC(=O)CSc1n[nH]c(N)n1 is listed with -2	-15	2	-0.2	-2	5	-22	0	3
CCN1C(=O)[C@@H]2[C@H](C1=O)[C@@H]1C(=O)Nc3ccccc3C(=O)N1[C@@H]2c1cccc(Cl)c1 is listed with -3	10	12	2.0	-5	5	-8	-1	10

The list continues.
#	molecule	GRIN3A LBD mod	TIM10 inh	tim23-1 inh	CHOP UPR activ	APJ ag	tim10-1 inh	Mdm2 MdmX PPI	UPR XBP1 act	NLRP3 yeast inh
41	O=C(Nc1cccc(Cl)c1)c1nc[nH]c1C(=O)NCc1ccccc1	17*	18	7	1.7	-2	18	21	0	13
42	S=C(Nc1cccc(Cl)c1)N1CCN(Cc2ccccc2)CC1	-3	14	37	1.0	1	21	18	-2	33
43	O=C(CSCc1ccccc1)N/N=C/c1cc2c(cc1Br)OCO2	-2	-18	10	-2.0	1	10	-9	1	22
44	N/C(COc1ccccc1)=N\NC(=O)c1cccnc1Oc1ccccc1	1	-6	2	1.1	-7	13	8	-1	2
45	O=C(/C=C/c1ccccc1)N1CCN(c2ccccn2)CC1	3	7	10	2.4	-3	15	-3	3	19
46	COc1cccc(-n2c(N)c(C#N)c3ccc([N+](=O)[O-])cc3c2=O)c1	nt	-14	7	-1.0	4	8	45	-5	15
47	COc1ccccc1OCCNC(=O)C1CC(=O)N(Cc2ccccc2)C1 (stereo not given)	0	5	-4	0.2	-5	3	17	-3	2
48	CCc1ccc2[nH]cc(C(=O)N3CCCCCC3)c(=O)c2c1	1	10	11	-1.0	-2	17	4	-1	-2
49	Cn1ncc2c(NNC(=O)c3ccc(Cl)c(Cl)c3)ncnc21	3	9	14	3.6	-1	26	0	0	9
50	O=C(NCc1ccco1)c1csc(Nc2ccccc2Cl)n1	-1	42*	39	-0.7	-1	52*	12	-1	4
51	CCC(CC)NC(=O)Nc1ccccc1C	-1	0	10	-2.4	-2	13	5	2	-14
52	CCCCOc1ccc(C(CC(=O)NC)C(=O)O)cc1 (stereo not given)	0	3	3	-0.2	-2	10	11	-1	5
53	COC(=O)[C@H]1[C@@H](C)N(CCc2cc(OC)c(OC)c(OC)c2)C(=O)N[C@H]1c1ccccc1	2	3	9	1.2	-5	11	35	-1	15
54	CCOc1ccc2[nH]c(=O)c(CN(CCN3CCOCC3)Cc3nnnn3C(C)(C)CC)cc2c1	-11	11	10	-0.7	6	5	-9	3	12
55	CC(=O)Nc1ccc(NC(=O)C2CCN(C(=O)c3ccc([N+](=O)[O-])cc3)CC2)cc1	-16	-3	-1	1.3	-2	8	8	-1	21
56	CC(C)Cc1nnc(NC(=O)CSc2ncn[nH]2)s1	-1	3	-18	-0.8	-1	-12	6	1	-1
57	CC(C)(C)c1ccc(C(=O)N2CCN(CCNC(=O)C(=O)NCc3ccc(Cl)cc3)CC2)cc1	-1	2	26	7.5	12	14	19	-5	10
58	CCn1c2ccccc2c2nnc(SCCN3CCCCC3)nc21	-1	-16	-4	5.9	-5	8	2	-4	28
59	Cc1ccc(C(=O)N(Cc2nnc(-c3ccc(Cl)cc3)o2)C2CC2)o1	0	-15	20	2.2	-4	-15	2	1	12
60	CCOC(=O)C(C(=O)N(C)C)c1ncc(C(F)(F)F)cc1Cl (stereo not given)	0	5	-5	-1.1	1	6	1	-1	7
61	Cc1ccc2c(c1)N=C(c1ccccc1)CC(C(Cl)Cl)=N2	1	60*	74*	8.1	-2	60*	-132	-3	25
62	CC1(C)Cc2ccccc2C(=C(C#N)C#N)N1	2	13	16	0.6	0	20	-11	-1	2
63	COCCOC(=O)c1[nH]c2c(c1C)C(=O)CC(c1ccc(OC)cc1)C2 (stereo not given)	2	6	25	1.0	0	32	32	1	14
64	Cc1ccc(-c2cc(C(=O)O)n(-c3ccc(S(N)(=O)=O)cc3)n2)cc1	-1	7	3	-1.7	-2	9	10	3	-6
65	O=C(C1CC1)N1CCN(c2ccc([N+](=O)[O-])cc2)CC1	2	-2	-7	0.2	-3	-17	20	5	16
66	CC(=O)c1ccc(NC(=O)CCn2c(=S)oc3ccccc32)cc1	2	1	12	-0.5	-1	11	2	0	9
67	CCOC(=O)c1cnc(SC)nc1Nc1cccc(F)c1	0	14	20	-1.0	-6	13	-2	0	16
68	O=C(NNc1ccc([N+](=O)[O-])cc1[N+](=O)[O-])c1ccco1	1	16	31	0.7	-16	29	19	-8	27
69	Cn1c(CNc2cccc(Cl)c2)nnc1SCC(=O)OC1CCCCC1	3	19	26	-0.5	3	27	13	-3	9
70	O=C(CCN1C(=O)c2ccccc2C1=O)Nc1ccc(S(=O)(=O)NC2=NCCCCC2)cc1	-1	7	0	-1.8	-20	16	-5	0	-2
71	FC(F)(F)c1ccc(Cl)c(-n2c(Cc3cccs3)n[nH]c2=S)c1	0	20	35	3.0	-2	29	12	0	25
72	O=C(CCC(=O)N1CCOCC1)NCc1cccc(C(F)(F)F)c1	1	5	12	-1.0	-4	4	8	0	13
